# H9c2 TAG inh: inhibitors of triacylglycerol accumulation, primary screen, cell-based, uHTS, fluorescence, H9c2 | H9c2 cells, Nile Red lipid (TAG) fluorescence; cells loaded with 200 µM oleic acid | inhibition, % at 12.5 µM | 230,000 compounds, 0.66% hits | AID 651582, 2012;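 active means pattern-corrected inhibition of lipid staining of at least 50% with the nuclear-stain viability signal not falling by more than 50%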;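 further: 0% = DMSO wells and 100% = triacsin C control wells; some results filed as inactive read as strong as hits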
# H9c2 TAG inh DAPI viability: recorded beside H9c2 TAG inh, whose call it bears; DAPI nuclei signal change (viability), lower = more cytotoxic, %;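 whole-well DAPI fluorescence read on a plate reader as a viability signal; minus 50 percent equals half of cells still viable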
# Starred values were filed as active, the others as inactive; & = joins results of further samples.
# Below each compound – H9c2 TAG inh	H9c2 TAG inh DAPI viability
> CCOC(=O)c1ccc(NC(=O)c2nc[nH]c2C(=O)N[C@@H](CC(C)C)C(=O)OC(C)(C)C)cc1
 : 8	-36
> COc1ccc(NC(=O)CN2CCN(CC(=O)Nc3cc(OC)cc(OC)c3)CC2)cc1
 : -3	0
> C=CCOC(=O)C1=C[C@H](c2csc3ccccc23)[C@@H](CCCO)[C@H](OCC)O1
 : -78	2
> CCN(CC)S(=O)(=O)c1ccc(C(=O)NCc2ccc3[nH]c4c(c3c2)CCCC4)cc1
 : 40	2
> COc1ccc(C=Nc2ccc3[nH]ncc3c2)c(O)c1
 : -19	6
> O=[N+]([O-])c1cccc(/C=N/NS(=O)(=O)c2ccccc2)c1
 : -4	2
> CC(C)(C)c1ccc(-c2nnc(SCC(=O)c3ccc4c(c3)OCCO4)o2)cc1
 : -17	-2
> CO[C@@]1(NC(=O)CSCC#N)C(=O)N2C(C(=O)O)=C(CSc3nnnn3C)CS[C@@H]21
 : -15	-1
> Cc1ccc(NC(=O)CCNC(=O)c2ccccc2Cl)cc1S(=O)(=O)N1CCOCC1
 : -5	-2
> COc1cccc(N2C(=O)Nc3ccccc3C2(O)C(=O)NCc2ccc3c(c2)OCO3)c1 (configuration not stated)
 : -9	12
> COc1ccc([N+](=O)[O-])cc1NC(=S)NC(NC(=O)Cc1ccc(OC)c(OC)c1)C(Cl)(Cl)Cl (configuration not stated)
 : -16	-1
> C=CCn1c(SCC(=O)c2c(N)n(CCC)c(=O)n(C)c2=O)nc2sc(CC)cc2c1=O
 : 9	-3
> S=C1N(c2ccccc2)C(c2cccc3ccccc23)N2CCCN12 (configuration not stated)
 : 5	-10
> O=C(CSc1nnc(-c2ccco2)o1)c1ccc([N+](=O)[O-])cc1
 : -4	-1
> COC(=O)[C@]1(C)N[C@H](c2ccc(SC3CCCCC3)cc2)[C@@H]2C(=O)N(C)C(=O)[C@@H]21
 : 6	-9
> O=c1nc(N/N=C/c2ccco2)cn[nH]1
 : -4	-7
> Cc1nc(/C(N)=N/OC(=O)c2ccc(Cl)cc2)c(C(F)(F)F)o1
 : -2	7
> CCCCN(Cc1ccccc1)C(=O)CCN1C(=O)C2C3C=CC(C3)C2C1=O (configuration not stated)
 : -5	-2
> O=C(NC1CC1)C1=C[C@H](c2c[nH]c3ccccc23)C[C@H](OCCCCO)O1
 : -15	0
> Cc1ccc(S(=O)(=O)NN(Cc2ccccc2)Cc2ccccc2)cc1
 : 7	-1
> CC(=O)N1CCN(C(=O)c2c(-c3ccccc3)noc2C)CC1
 : 2	2
> COc1ccc(CN2CCCCC2C)cc1C (configuration not stated)
 : -7	15
> O=C1c2ccccc2OC2(C=Cc3ccccc3O2)N1Cc1ccccc1 (configuration not stated)
 : 24	-12
> CC(C)OP(=O)(OC(C)C)C(Nc1ccc(C(=O)O)cc1)c1ccccc1 (configuration not stated)
 : -7	6
> COc1ccc(-c2ccc(=O)n(CC(=O)Nc3ccc4c(c3)OCCO4)n2)cc1
 : 10	-5
> Cc1c(CNC(=O)c2c([N+](=O)[O-])cnn2C)cnn1C
 : -4	-19
> CC(=O)N1N=C(c2c(-c3ccccc3)c3cc(Br)ccc3[nH]c2=O)CC1c1ccco1 (configuration not stated)
 : -22	2
> COc1ccc(CCNC(=O)Cc2ccc([N+](=O)[O-])cc2)cc1OC
 : -10	6
> Cc1[nH][nH]c(=O)c1N=Nc1ccccc1Cl
 : -1	1
> CC(C)(C)NC(=O)/C(=C/c1ccccc1F)NC(=O)c1ccc([N+](=O)[O-])cc1
 : -12	-4
> CC(=O)/C=C(\C)N=Nc1c(O)[nH]c2ccccc12
 : -3	-3
> O=C1NCC(O)=C1C=NCCO
 : 3	11
> Cc1sc(NC(=O)C2=COCCO2)nc1-c1ccc(Cl)cc1
 : -11	-2
> COC(=O)Cn1c(CN2CCOCC2)nc2c1c(=O)[nH]c(=O)n2C
 : -7	12
> O=C(NCCSCc1ccccc1)c1ccc(Cl)c(S(=O)(=O)N2CCOCC2)c1
 : 0	0
> COC(=O)c1cccnc1-n1c(=O)c2cccnc2n(Cc2ccc([N+](=O)[O-])cc2)c1=O
 : 2	2
> Cc1cccc(C(O)c2ncc(-c3ccc(F)cc3)[nH]2)c1C (configuration not stated)
 : 9	13
> COc1ccc(C(=O)OCc2c(-c3cccc(OC)c3)ncc3ccccc23)cc1
 : -21	-3
> OC(CN1CCCCC1)Cn1c(C(F)(F)F)nc2ccccc21 (configuration not stated)
 : -3	2
> Cc1ccc(CNC(=O)CCCNC(=O)c2ccc(Cl)cc2)n1C
 : -6	20
> COC(=O)c1scc2c(=O)cc(C(F)(F)F)[nH]c12
 : -20	9
> Clc1nc(CN2CCCCC2)nc2sc3c(c12)CCCC3
 : -16	17
> O=C(NNC(=O)c1ccccc1Cl)c1ccc(-n2cncn2)c([N+](=O)[O-])c1
 : -2	2
> COc1ccc(CCNC(=O)C2CCCN(S(=O)(=O)c3ccc(F)cc3)C2)cc1OC (configuration not stated)
 : 1	-4
> O=C(NNC(=O)c1ccc[nH]1)Nc1cc(Cl)cc(Cl)c1
 : 5	-2
> COc1ccc(C=C2SC(=S)NC2=O)cc1
 : -21	4
> COc1ccccc1C(=O)OCC(=O)NCCNC(=O)COC(=O)c1ccccc1OC
 : 24	-2
> CNC(=O)c1ccccc1NC(=O)c1cccc(S(=O)(=O)N2CCCCC2)c1
 : 8	-6
> C[C@]12c3[nH]c4ccc(Cl)cc4c3CCN1C(=O)[C@@H](CC(=O)NCCN1CCOCC1)C[C@@H]2C(=O)N1CCOCC1
 : -6	-6
> Cc1ccc(-n2[nH]c(=O)c(-c3ccccn3)c2C)cc1
 : 1	8
> Cc1ccc2nc(SCC(=O)Nc3ccc4[nH]c(=O)[nH]c4c3)[nH]c2c1
 : 1	2
> O=C(NCCc1cccc(F)c1)C1CC(O)CN1C(=O)Nc1ccccc1 (configuration not stated)
 : 11	1
> O=C(COC(=O)c1cc(S(=O)(=O)N2CCOCC2)ccc1F)Nc1ccccc1C(F)(F)F
 : 20	-1
> CCCCCCCCNCCS(=O)(=O)NCCCCCCCC
 : -16	-15
> Cc1cccc(S(=O)(=O)NC(=O)C2(C)CCN2C(=O)Cc2ccc(-c3ccccc3)cc2)c1 (configuration not stated)
 : -5	5
> O=C1CCN(C(=S)NCCc2ccccc2)CC1
 : 3	-3
> O=c1c2c3nc4ccccc4nc3n(CCN3CCOCC3)c2ncn1CCN1CCOCC1
 : -7	4
> O=C1CC2(CCN1)CCN(Cc1ccccc1)CC2
 : 6	-7
> COc1cc(NC(=S)Nc2ccc(N(C)C(C)=O)cc2)cc(OC)c1
 : -13	-2
> Cc1c(C(=O)c2ccc3c(c2)OCO3)ccc2c1OCO2
 : -44	3

# New compounds follow
# Below each compound – H9c2 TAG inh	H9c2 TAG inh DAPI viability
> CCN1C(C)=C(C)S/C1=C1\SC(=S)N(N)C1=O
 : 2	-5
> CC1=C(C)CS(=O)N(c2ccc(S(N)(=O)=O)cc2)C1 (configuration not stated)
 : 5	-8
> O=C(Nc1cc(S(=O)(=O)N2CCOCC2)ccc1N1CCCC1)c1ccccc1F
 : -3	-5
> COC(=O)c1ccc(OCC2c3cc(OC)c(OC)cc3CCN2C(C)=O)cc1 (configuration not stated)
 : 0	4
> CCn1c(SCC(=O)c2cc(C)n(CC3CCCO3)c2C)nc2ccccc21 (configuration not stated)
 : -13	-7
> NC(=O)CSc1nnc(COc2ccc3ccccc3c2)o1
 : -6	5
> Cn1cnnc1SCC(=O)n1c2ccccc2c2ccccc21
 : -4	-9
> CC1(CCc2ccccc2)NC(=O)N(CC(=O)N2CC(=O)Nc3ccccc32)C1=O (configuration not stated)
 : 6	-4
> CCN1CCN(c2ccc(NC(=O)c3ccc(Br)o3)cc2)CC1
 : 4	-4
> O=C(COC(=O)CNC(=O)c1ccc(Cl)c([N+](=O)[O-])c1)NCC1CCCO1 (configuration not stated)
 : -1	-6
> O=C(NCCOc1ccccc1)c1cccc(S(=O)(=O)NCc2ccccc2)c1
 : -9	-4
> O=S(=O)(Nc1ccc(NS(=O)(=O)c2ccccc2)c2ccccc12)c1ccccc1
 : -6	-14
> CC(C)(C)NC(=O)COC(=O)c1ccc(S(=O)(=O)N2CCCCCC2)cc1
 : 11	-3
> CN(C)C(=S)NC(=O)C(c1ccccc1)c1ccccc1
 : 2	-2
> Cc1ccccc1NS(=O)(=O)c1ccc(N2CCCC2=O)cc1
 : 58*	-33*
> CCOc1ccc(NC(=O)CC(NCc2ccccn2)C(=O)O)cc1 (configuration not stated)
 : -7	4
> Cc1ccc(NC(=S)Nc2ccc3cn[nH]c3c2)c(C)c1
 : -18	1
> COc1cccc(CNS(=O)(=O)c2cc3c(cc2C)n(C)c(=O)c(=O)n3C)c1
 : 16	-9
> Cc1ccc2c(c1)CC1(CN2C)C(=O)OC2(CCCCC2)OC1=O
 : -5	10
> COc1cc(CCC(=O)OCC(N)=O)cc(OC)c1OC
 : 9	-7
> COc1ccc(-c2ccc3nccn3c2)cc1
 : 13	-2
> CCc1ccc(C#CC2=CC(=O)CC(C)(C)C2)cc1
 : -3	1
> Oc1csc(Cc2nc(-c3ccc(Br)cc3)cs2)n1
 : 10	1
> CC1CCC(NC(=O)COC(=O)c2ccc3ncsc3c2)CC1 (configuration not stated)
 : -8	1
> CC(N=C(NC#N)Nc1ccncc1)C(C)(C)C (configuration not stated)
 : -2&-5	6&12
> CC(=O)NC1=NN(c2ccccc2)C(=O)C1
 : 8	12
> Cc1cccc(C(=O)N[C@H](C(=O)Nc2cc(S(=O)(=O)N3CCCCC3)ccc2C)C(C)C)c1
 : -12	3
> COc1ccc(OC)c(NC(=O)CCNS(=O)(=O)c2cccs2)c1
 : 16	-3
> O=[N+]([O-])c1cccc(CNC2CCCCCC2)c1
 : -6	5
> O=C(NCc1cccs1)C(NS(=O)(=O)c1cccc2nsnc12)c1ccccc1 (configuration not stated)
 : 8	-14
> CC(C)(CC(=O)O)CC(=O)NNc1ncccc1C#N
 : -8	1
> Cc1cc(NC(=O)CSc2nnc(-c3ccco3)n2N)no1
 : 4	6
> CCN(CC)S(=O)(=O)c1cc(NC(=O)c2ccccc2OCc2c(C)noc2C)ccc1C
 : -17	-1
> NS(=O)(=O)c1ccc(NC(=O)/C=C/c2cccc(Cl)c2)cc1
 : 10	9
> COc1ccc(-n2c(COc3cccc4ccccc34)nnc2SC(C)C(=O)O)cc1 (configuration not stated)
 : 8	-3
> COC(=O)C1=CN(CC2CCCO2)C=C(C(=O)OC)C1c1cc(OC)c(OC)c(OC)c1 (configuration not stated)
 : 6	6
> O=C(C/C=N/OCc1ccc(Cl)cc1)c1cnc(-c2ccccc2)s1
 : 4	-2
> Cc1ccc(N(C(=O)CNC(=O)c2ccco2)C(C(=O)NC2CCCC2)c2cccnc2)cc1C (configuration not stated)
 : -6	-4
> O=C(O)c1ccc(Oc2cccc([N+](=O)[O-])c2)cc1C(=O)O
 : -7	-2
> CC(/C=C/c1ccco1)=N/NC(=O)CNc1ccccc1C
 : 1	-11
> O=C(CSC(=S)N1CCCC1)N1CCN(S(=O)(=O)c2cccc(F)c2)CC1
 : 10	-8
> Cc1cccc(C)c1NC(=O)CN(C)C(=O)c1ccccc1SCC(=O)N1CCCC1
 : 2	1
> COc1ccc(C(=O)NNC(=O)CSc2nnnn2C)cc1
 : -4	-6
> CC(C)(C)c1nnc(NC(=O)c2cccs2)s1
 : -5	9
> O=C(CCNc1cccc(F)c1)c1cc2ccccc2o1
 : -5	8
> Clc1ccc(Nc2ccc(-n3ccnc3)nn2)cc1Cl
 : 14	-15
> Cc1cccn2c(=O)nc(SCC(=O)N3CCCC3)nc12
 : -8	8
> COCCNC(=O)c1onc(CSc2ccc(Cl)cc2)c1C(=O)O
 : -3	3
> CCOc1cc(C)nc(NCc2ccccc2)n1
 : -28	-9
> Cc1ccc(C(=O)NN=C2CCCC2)cc1C
 : 3	2
> O=C(CSc1n[nH]c(=O)n1C1CC1)Nc1cc(Cl)ccc1Oc1ccccc1
 : 10	2
> Cc1cccc(OCC(=O)NC(Cc2c[nH]c3ccccc23)C(=O)O)c1C (configuration not stated)
 : -3	-1
> CN(Cc1c(F)cccc1Cl)C(=O)C1CC(=O)N(CCc2ccccc2)C1 (configuration not stated)
 : 2	-4
> CC(C)N(Cc1ccccc1)C(=O)CN1C(=O)NC2(CCCc3ccccc32)C1=O (configuration not stated)
 : -5	-9
> Cn1nccc1NC(=O)Nc1cccc(Cl)c1
 : -6	-3
> O=C(c1cc(S(=O)(=O)NCc2ccco2)ccc1Br)N1CCOCC1
 : -1	0
> Cc1ccc(C(=O)C(C)OC(=O)CNS(=O)(=O)c2ccc(C)cc2)cc1 (configuration not stated)
 : -1	-7
> O=C(CC1Nc2ccccc2NC1=O)NCCCN1CCCCCC1 (configuration not stated)
 : -4	-2
> Cc1ccccc1N1C(=O)C2C3C=CC(C2C1=O)N(C)C3=O (configuration not stated)
 : -13	14
> Cc1ccc(Cn2cnc3sc4c(c3c2=O)CCC4)c(C)c1
 : -20	-1

# Entries of single compounds, quoted from the list. Order of screens: H9c2 TAG inh | H9c2 TAG inh DAPI viability
# Listed for `COCCNC(=O)c1onc(CSc2ccc(Cl)cc2)c1C(=O)O` : -3 | 3
# Listed for `Cn1nccc1NC(=O)Nc1cccc(Cl)c1` : -6 | -3
# Listed for `Clc1ccc(Nc2ccc(-n3ccnc3)nn2)cc1Cl` : 14 | -15
# Listed for `CCN(CC)S(=O)(=O)c1cc(NC(=O)c2ccccc2OCc2c(C)noc2C)ccc1C` : -17 | -1
# Listed for `Cc1ccccc1N1C(=O)C2C3C=CC(C2C1=O)N(C)C3=O` (configuration not stated) : -13 | 14

# Some of the compounds tested. The share of hits here may be higher or lower than overall.
